Screening results from PubChem.
SUMO Mot1 rescue – inhibitors of SUMOylation pathway: yeast Mot1-301 growth rescue | S. cerevisiae Mot1-301 growth rescue, ATP luminescence, 38.5C; percent above DMSO median, 100 means doubled | growth rescue, % at 18.8 µM | 1% of 320,000 active | AID 2716;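 active = every valid replicate shows activation above 250% relative to neutral control wells; inactive = the rest, any valid replicate at or below 250%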;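 also: OY570 slx delta 5 strain wells were the positive control but not used for scaling; some compounds called inactive have numbers as strong as hits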
dFosB act – enhances mouse delta FosB homodimer DNA binding; P13346; 0.99% of 340,000 active; purified delta FosB, TAMRA-CDK5 oligo fluorescence polarization; percent of positive-control signal above neutral wells; activation, % at 25 µM;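 active = mean activation above about 17%, with every replicate also reaching it, limit read from the data, passing the limit was not always enough; inconclusive = only one of the two conditions met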;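 also: fluorescence polarization rise as delta FosB binds a TAMRA Cdk5 AP-1 oligo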
Target sequence (P13346 whole entry, looked up): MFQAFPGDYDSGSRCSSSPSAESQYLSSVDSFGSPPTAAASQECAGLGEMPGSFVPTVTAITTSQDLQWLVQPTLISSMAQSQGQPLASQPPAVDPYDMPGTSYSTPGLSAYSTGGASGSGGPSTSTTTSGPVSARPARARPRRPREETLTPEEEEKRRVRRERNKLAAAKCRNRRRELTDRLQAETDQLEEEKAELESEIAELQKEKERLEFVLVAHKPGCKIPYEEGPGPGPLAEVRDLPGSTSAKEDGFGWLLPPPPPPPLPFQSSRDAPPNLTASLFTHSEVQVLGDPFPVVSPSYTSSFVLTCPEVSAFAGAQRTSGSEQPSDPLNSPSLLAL
RTF Ca sens inh – cardiac RTF calcium desensitization | P19429+P45379 | IANBD-labeled cardiac RTF, Ca2+ fluorescence | inhibition, % at 7.15 µM | 0.12% of 340,000 active | AID 493244;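 active = inhibition above the mean inhibition of all tested compounds plus 3 SD, cut at about 17% in these data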;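 also: assay run at fixed EC70 calcium of 1.6 mM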
Keap1-Nrf2 PPI – Keap1-Nrf2 (human) interaction inhibition. Keap1 Kelch-Nrf2 peptide fluorescence polarization, 1536-well. AID 504523. 0.15% of 340,000 active. Q14145. inhibition, % at 9.4 µM; in the data active = inhibition above about 12%; inconclusive = no clear call, values can overlap the other calls; inactive = below about 7.3%;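 also: human Keap1 Kelch domain with fluorescein labeled Nrf2 9mer peptide probe; 0% = neutral control wells and 100% = peptide positive control; higher means more block of Keap1 binding to Nrf2 peptide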
CDK5 p35 inh – blocks human CDK5/p35 kinase activity; 0.01% of 330,000 active; inhibition, % at 10 µM; Recombinant CDK5/p35, ADP-Glo luminescence, 60 min; Q00535+Q15078;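 active = highest replicate inhibition of at least 50% and at least 75% of replicates reaching 50%; inconclusive = only one of the two criteria met; inactive = both criteria failed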;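 also: plate controls were DMSO neutral control for no effect and GW8510 at 10 µM for full effect; many of its hits are not listed in these tables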
PfHsp90 yeast 2 – reduces growth (ATP signal) of yeast expressing P. falciparum Hsp90. 0.32% of 310,000 active. S. cerevisiae expressing PfHsp90, BacTiter-Glo ATP, 48 h; yeast lacking PDR1 and PDR3 efflux regulators. AID 504621. inhibition, % at 9.4 µM;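 active = every replicate shows inhibition above about 80%, whatever the replicate mean, limit read from the data; inconclusive = mean inhibition reaches the set limit but some replicate falls short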;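 also: 0% = DMSO neutral controls and 100% = 20 µM radicicol positive controls; yeast relying on Plasmodium falciparum Hsp90 in place of its own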
NSD2 inh – NSD2 (human) methyltransferase inhibition; AID 743445; NSD2 peptide methylation, AlphaScreen, 120 min; inhibition, % at 12.5 µM; 0.54% of 310,000 active; in the data active = inhibition above about 50%
PvdQ acylase – blocks Pseudomonas aeruginosa PvdQ acylase activity; inhibition, % at 10 µM; 0.063% of 340,000 active; AID 488965; purified PvdQ acylase, fluorescence plate reader; in the data active = inhibition above about 30%, passing the limit was not always enough; inconclusive = no clear call, values can overlap the other calls;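 also: 0% = vehicle neutral wells and 100% = reference inhibitor wells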
RTF Ca sens act – cardiac RTF calcium sensitization. IANBD-labeled TnC RTF fluorescence at EC20 calcium; 0% EC20 calcium, 100% full calcium. AID 493008. P19429+P45379. activation, % at 7.2 µM. 0.24% of 340,000 active;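 active = activation above the mean over all tested compounds plus 3 SD, cut at about 30% in these data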;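 also: rise in fluorescence read as greater calcium sensitivity of cardiac thin filaments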
LANA DNA inh – inhibitors of KSHV LANA C-terminal domain DNA binding; MBP-C-LANA/FAM-LBS DNA binding, fluorescence polarization; inhibition, % at 9 µM; 0.078% of 340,000 active;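 active = highest replicate inhibition at or above 60% at 9 µM, even if other replicates fall short; inactive = all replicates below 60% inhibition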;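 also: 0% = neutral control wells and 100% = 4 µM acridine orange control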
Rtt109 HAT inh – C. albicans Rtt109 histone acetyltransferase inhibition; Q5AAJ8; purified Rtt109/Vps75, ThioGlo CoA-SH fluorescence, 4 h; inhibition, % at 34.9 µM; 0.16% of 330,000 active; AID 540336;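 active = inhibition of at least 50% in every replicate; inconclusive = best replicate reaches 50% inhibition but some replicates fall short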
Target sequence (Q5AAJ8 whole entry, looked up): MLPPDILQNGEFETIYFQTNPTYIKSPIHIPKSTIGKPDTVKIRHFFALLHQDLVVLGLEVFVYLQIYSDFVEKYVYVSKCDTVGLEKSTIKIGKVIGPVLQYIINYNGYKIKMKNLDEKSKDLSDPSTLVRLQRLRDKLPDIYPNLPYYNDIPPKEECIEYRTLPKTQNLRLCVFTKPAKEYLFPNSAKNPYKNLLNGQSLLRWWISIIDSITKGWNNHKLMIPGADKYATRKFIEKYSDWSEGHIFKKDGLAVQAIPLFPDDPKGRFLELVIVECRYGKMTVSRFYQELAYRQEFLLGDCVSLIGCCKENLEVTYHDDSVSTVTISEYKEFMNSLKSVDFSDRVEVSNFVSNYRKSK
The depositor's hits bear a star.

Screening Cc1cc(C)nc(SCc2nc3nc(C)cc(C)n3c2Br)n1 returned SUMO Mot1 rescue -7, dFosB act -4, RTF Ca sens inh -8, Keap1-Nrf2 PPI 0, CDK5 p35 inh 1.6, PfHsp90 yeast 2 -24, NSD2 inh 3, PvdQ acylase -7, RTF Ca sens act -1, LANA DNA inh 0.9 and Rtt109 HAT inh -6.
For CS(=O)(=O)N1CCc2cc(C(=O)O)ccc21 the results were SUMO Mot1 rescue -1, dFosB act 3, RTF Ca sens inh -5, Keap1-Nrf2 PPI -2, CDK5 p35 inh -0.9, PfHsp90 yeast 2 24, NSD2 inh -2, PvdQ acylase -14, RTF Ca sens act -3, LANA DNA inh -0.6 and Rtt109 HAT inh -2.
O=C(Nc1ccc2c(c1)OCO2)C1CCN(S(=O)(=O)c2cccs2)CC1 was read as SUMO Mot1 rescue -17, dFosB act 1, RTF Ca sens inh -1, Keap1-Nrf2 PPI 2, CDK5 p35 inh -0.3, PfHsp90 yeast 2 -5, NSD2 inh 1, PvdQ acylase -1, RTF Ca sens act 2, LANA DNA inh -0.4 and Rtt109 HAT inh 7.
OCCNCCCCOc1ccc(F)cc1 was read as SUMO Mot1 rescue -7, dFosB act 2, RTF Ca sens inh 4, Keap1-Nrf2 PPI -3, CDK5 p35 inh 5.9, PfHsp90 yeast 2 1, NSD2 inh 4, PvdQ acylase 11, RTF Ca sens act -3, LANA DNA inh 2.0 and Rtt109 HAT inh 11.
Screening COc1ccc(N=C(C)C2=C(O)c3ccccc3C2=O)cc1 returned SUMO Mot1 rescue 0, dFosB act 0, RTF Ca sens inh -18, Keap1-Nrf2 PPI -3, CDK5 p35 inh -1.0, PfHsp90 yeast 2 -20, NSD2 inh 20, PvdQ acylase -13, RTF Ca sens act -1, LANA DNA inh 1.1 and Rtt109 HAT inh -6.
Screening O=C(C[n+]1ccn(CCCNP2(=O)C=C(c3ccccc3)OC(c3ccccc3)=C2)c1)c1cccs1 returned SUMO Mot1 rescue 0, dFosB act -4, RTF Ca sens inh 0, Keap1-Nrf2 PPI 2, CDK5 p35 inh -1.4, PfHsp90 yeast 2 9, NSD2 inh 5, PvdQ acylase -6, RTF Ca sens act 6, LANA DNA inh 0.4 and Rtt109 HAT inh -9.
Screening N#CC1=C2SCN(Cc3ccco3)CN2C(=O)CC1c1c(F)cccc1Cl (centres undefined) returned SUMO Mot1 rescue -1, dFosB act 2, RTF Ca sens inh -3, Keap1-Nrf2 PPI -4, CDK5 p35 inh 4.3, PfHsp90 yeast 2 -11, PvdQ acylase -7, RTF Ca sens act 6, LANA DNA inh 0.3 and Rtt109 HAT inh -1.
`Cc1ccc(S(=O)(=O)NCC(=O)N(CC(=O)NCc2ccco2)C2CCCC2)cc1` gave SUMO Mot1 rescue -4, dFosB act -4, RTF Ca sens inh -8, Keap1-Nrf2 PPI -1, CDK5 p35 inh -0.6, PfHsp90 yeast 2 18, NSD2 inh 5, PvdQ acylase -4, RTF Ca sens act -2, LANA DNA inh 0.0 and Rtt109 HAT inh 0.
Screening O=C(CCSCCc1ccccn1)Nc1c(F)cc(F)cc1Br returned SUMO Mot1 rescue 47, dFosB act -6, RTF Ca sens inh -13, Keap1-Nrf2 PPI -5, CDK5 p35 inh -3.7, PfHsp90 yeast 2 3, NSD2 inh 0, PvdQ acylase -31, RTF Ca sens act 13, LANA DNA inh -0.3 and Rtt109 HAT inh -5.
`CC(C)(C)NC(=O)C(Cc1ccccc1)NS(=O)(=O)c1ccc2c(c1)CCC(=O)N2` (centres undefined) gave SUMO Mot1 rescue 1, dFosB act -5, RTF Ca sens inh -3, Keap1-Nrf2 PPI 2, CDK5 p35 inh 0.1, PvdQ acylase -7, RTF Ca sens act -4, LANA DNA inh 1.0 and Rtt109 HAT inh -5.
`O=C(Nc1ccc(Cl)cn1)c1cc2c(s1)-c1ccccc1OC2` gave SUMO Mot1 rescue 42, dFosB act inconclusive, RTF Ca sens inh -7, Keap1-Nrf2 PPI -2, CDK5 p35 inh -1.7, PfHsp90 yeast 2 3, NSD2 inh -2, PvdQ acylase -19, RTF Ca sens act 3, LANA DNA inh -1.5 and Rtt109 HAT inh -8.
For O=C(NCCCCc1ccccc1)Nc1cccc(F)c1 the results were SUMO Mot1 rescue -10, dFosB act 1, RTF Ca sens inh -1, Keap1-Nrf2 PPI -3, CDK5 p35 inh -5.1, PfHsp90 yeast 2 0, NSD2 inh -10, PvdQ acylase 4, RTF Ca sens act -1, LANA DNA inh -2.7 and Rtt109 HAT inh 8.
CC1=CS/C(=C(/C#N)C(=O)N2CCCCC2)N1c1ccccc1 was read as SUMO Mot1 rescue 1, dFosB act -2, RTF Ca sens inh -4, Keap1-Nrf2 PPI -2, CDK5 p35 inh 0.8, PfHsp90 yeast 2 15, NSD2 inh -3, PvdQ acylase 5, RTF Ca sens act -3, LANA DNA inh -0.3 and Rtt109 HAT inh 8.
Screening C#CCNC(=O)C1=C[C@H](c2ccc3c(c2)OCO3)[C@@H](CCCO)[C@H](OCC)O1 returned SUMO Mot1 rescue 11, dFosB act -7, RTF Ca sens inh 0, Keap1-Nrf2 PPI 1, CDK5 p35 inh -0.2, PfHsp90 yeast 2 4, PvdQ acylase -10, RTF Ca sens act -3, LANA DNA inh -2.7 and Rtt109 HAT inh -15.
For CN(C(=O)c1cccc(NC(=O)Cc2ccc(NC(=O)C3CCCN(C(=O)C4CCCCC4)C3)cc2)c1)C1CC1 (centres undefined) the results were dFosB act -7, RTF Ca sens inh -7, Keap1-Nrf2 PPI -4, CDK5 p35 inh -0.3, PfHsp90 yeast 2 1, PvdQ acylase 0, RTF Ca sens act 0, LANA DNA inh 0.7 and Rtt109 HAT inh -2.
For COc1ccc(/C(O)=C2/C(=O)C(=O)N(CCN(C)C)C2c2ccc(C)cc2)cc1Cl (centres undefined) the results were SUMO Mot1 rescue -4, dFosB act -11, RTF Ca sens inh -9, Keap1-Nrf2 PPI -5, CDK5 p35 inh -1.7, PfHsp90 yeast 2 17, NSD2 inh -2, PvdQ acylase -11, RTF Ca sens act 5, LANA DNA inh 1.1 and Rtt109 HAT inh 14.
For Cc1ccc(NC(=O)Nc2ccc3c(c2)CCC3)cc1 the results were SUMO Mot1 rescue -8, dFosB act 4, RTF Ca sens inh 2, Keap1-Nrf2 PPI 1, CDK5 p35 inh 1.1, PfHsp90 yeast 2 6, NSD2 inh 5, PvdQ acylase -4, RTF Ca sens act -6, LANA DNA inh -0.5 and Rtt109 HAT inh -4.
Screening O=C(NC1(C(F)(F)F)C(=O)Nc2c1c(=O)[nH]c(=O)n2-c1ccccc1)c1ccncc1 (centres undefined) returned SUMO Mot1 rescue 4, dFosB act 4, RTF Ca sens inh -1, Keap1-Nrf2 PPI -2, CDK5 p35 inh 0.8, PfHsp90 yeast 2 10, NSD2 inh 0, PvdQ acylase 10, RTF Ca sens act -3, LANA DNA inh -1.2 and Rtt109 HAT inh -5.
For O=C(Cn1cc(C(=O)COc2ccccc2)c2ccccc21)NCc1ccco1 the results were SUMO Mot1 rescue 3, dFosB act -4, RTF Ca sens inh -7, Keap1-Nrf2 PPI -20, CDK5 p35 inh 0.0, PfHsp90 yeast 2 -8, NSD2 inh -1, PvdQ acylase -15, RTF Ca sens act 5, LANA DNA inh -5.7 and Rtt109 HAT inh -10.
Screening COc1ccc(NC(=S)NN2C(C)CCCC2C)cc1 (centres undefined) returned SUMO Mot1 rescue -5, dFosB act -3, RTF Ca sens inh -1, Keap1-Nrf2 PPI 0, CDK5 p35 inh 0.2, PfHsp90 yeast 2 20, NSD2 inh -1, PvdQ acylase -2, RTF Ca sens act -7, LANA DNA inh -2.5 and Rtt109 HAT inh -1.
For N#Cc1ccc(Cn2c(=O)oc3ccccc32)cc1 the results were SUMO Mot1 rescue -5, dFosB act -2, RTF Ca sens inh -6, Keap1-Nrf2 PPI -2, CDK5 p35 inh -2.5, PfHsp90 yeast 2 18, NSD2 inh 31, PvdQ acylase -6, RTF Ca sens act 3, LANA DNA inh 0.1 and Rtt109 HAT inh -2.
`Cc1nc2ccccc2c(=O)n1CCCN1CCOCC1` gave SUMO Mot1 rescue -12, dFosB act -2, RTF Ca sens inh 4, Keap1-Nrf2 PPI -2, CDK5 p35 inh 1.2, PfHsp90 yeast 2 -2, NSD2 inh -2, PvdQ acylase 3, RTF Ca sens act -3, LANA DNA inh 0.5 and Rtt109 HAT inh -11.
Screening CC(C)CC(=O)NC(NC(=S)Nc1cccc2cccnc12)C(Cl)(Cl)Cl (centres undefined) returned SUMO Mot1 rescue -15, dFosB act -8, RTF Ca sens inh -3, Keap1-Nrf2 PPI 0, CDK5 p35 inh 1.8, PfHsp90 yeast 2 -15, NSD2 inh 0, PvdQ acylase -4, RTF Ca sens act -1, LANA DNA inh 1.4 and Rtt109 HAT inh -2.
`C=CCNC(=O)c1onc(CSc2cc(C)ccc2C)c1C(=O)O` gave SUMO Mot1 rescue -2, dFosB act 1, RTF Ca sens inh -2, Keap1-Nrf2 PPI -5, CDK5 p35 inh -0.5, PfHsp90 yeast 2 7, PvdQ acylase -12, RTF Ca sens act 7, LANA DNA inh -0.1 and Rtt109 HAT inh -3.
For CCOc1ccccc1N(C(=O)CNC(=O)c1ccco1)C(C(=O)NC1CCCC1)c1cccnc1 (centres undefined) the results were SUMO Mot1 rescue -3, dFosB act -10, RTF Ca sens inh -6, Keap1-Nrf2 PPI -1, CDK5 p35 inh -0.4, PfHsp90 yeast 2 -55, NSD2 inh -1, PvdQ acylase -1, RTF Ca sens act -4, LANA DNA inh -0.4 and Rtt109 HAT inh 4.
Screening CC(=O)Nc1ccc(NC(=O)COC(=O)c2ccco2)cc1 returned SUMO Mot1 rescue 1, dFosB act 0, RTF Ca sens inh 0, Keap1-Nrf2 PPI -4, CDK5 p35 inh -1.4, PfHsp90 yeast 2 -8, NSD2 inh 2, PvdQ acylase 1, RTF Ca sens act 2, LANA DNA inh -1.4 and Rtt109 HAT inh 2.
Screening CCc1ccc(CCC(=O)Nc2ccc(C(C)=O)cc2)o1 returned SUMO Mot1 rescue 143, dFosB act 0, RTF Ca sens inh 3, Keap1-Nrf2 PPI -2, CDK5 p35 inh 0.7, PfHsp90 yeast 2 -15, NSD2 inh 3, PvdQ acylase 11, RTF Ca sens act 0, LANA DNA inh 0.9 and Rtt109 HAT inh 6.
